# Bioassay records deposited in PubChem by several laboratories.
# TWEAK-Fn14 inh: blocks TWEAK-Fn14 interaction in a reporter cell assay | inhibition, % at 10 µM | TWEAK-stimulated Fn14 reporter cells, luciferase luminescence, 8 h | actives 2% (n = 360,000) | AID 1159606; in the data active means inhibition above about 50%
# EBV LMP1 NFkB: inhibitors of Epstein-Barr LMP1-induced NF-kappaB reporter | AID 504558 | LMP1-induced NF-kappaB luciferase reporter cells, luminescence | inhibition, % at 12.5 µM | actives 0.69% (n = 350,000); in the data active means inhibition above about 41%;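 further: 0% = neutral control wells and 100% = reference inhibitor control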
# SRC1 inh: inhibits human SRC1 coactivator; Q15788; HEK293 GAL4-SRC1 luciferase reporter, luminescence; inhibition, % at 3.6 µM; actives 0.12% (n = 360,000);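 active means inhibition above the campaign mean plus 3 SD, with each screening campaign given its own cutoff, cut at about 60% in these data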;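 further: 0% = DMSO treated cells and 100% = gossypol at 36 µM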
# NCOA3 inh: inhibitors of human steroid receptor coactivator 3 (SRC3). inhibition, % at 3.6 µM. AID 588352. HEK293 GAL4-SRC3 luciferase reporter, luminescence. Q9Y6Q9. actives 0.17% (n = 360,000);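 active means inhibition above a per-campaign cutoff, the mean of all compounds plus 3 SD, cut at about 60% in these data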;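 further: 0% = DMSO-treated cells and 100% = gossypol-treated cells at 36 µM; higher means less SRC3-driven luciferase light from the GAL4 reporter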
# Target sequence (Q9Y6Q9 whole entry, looked up, the tested form may be a part): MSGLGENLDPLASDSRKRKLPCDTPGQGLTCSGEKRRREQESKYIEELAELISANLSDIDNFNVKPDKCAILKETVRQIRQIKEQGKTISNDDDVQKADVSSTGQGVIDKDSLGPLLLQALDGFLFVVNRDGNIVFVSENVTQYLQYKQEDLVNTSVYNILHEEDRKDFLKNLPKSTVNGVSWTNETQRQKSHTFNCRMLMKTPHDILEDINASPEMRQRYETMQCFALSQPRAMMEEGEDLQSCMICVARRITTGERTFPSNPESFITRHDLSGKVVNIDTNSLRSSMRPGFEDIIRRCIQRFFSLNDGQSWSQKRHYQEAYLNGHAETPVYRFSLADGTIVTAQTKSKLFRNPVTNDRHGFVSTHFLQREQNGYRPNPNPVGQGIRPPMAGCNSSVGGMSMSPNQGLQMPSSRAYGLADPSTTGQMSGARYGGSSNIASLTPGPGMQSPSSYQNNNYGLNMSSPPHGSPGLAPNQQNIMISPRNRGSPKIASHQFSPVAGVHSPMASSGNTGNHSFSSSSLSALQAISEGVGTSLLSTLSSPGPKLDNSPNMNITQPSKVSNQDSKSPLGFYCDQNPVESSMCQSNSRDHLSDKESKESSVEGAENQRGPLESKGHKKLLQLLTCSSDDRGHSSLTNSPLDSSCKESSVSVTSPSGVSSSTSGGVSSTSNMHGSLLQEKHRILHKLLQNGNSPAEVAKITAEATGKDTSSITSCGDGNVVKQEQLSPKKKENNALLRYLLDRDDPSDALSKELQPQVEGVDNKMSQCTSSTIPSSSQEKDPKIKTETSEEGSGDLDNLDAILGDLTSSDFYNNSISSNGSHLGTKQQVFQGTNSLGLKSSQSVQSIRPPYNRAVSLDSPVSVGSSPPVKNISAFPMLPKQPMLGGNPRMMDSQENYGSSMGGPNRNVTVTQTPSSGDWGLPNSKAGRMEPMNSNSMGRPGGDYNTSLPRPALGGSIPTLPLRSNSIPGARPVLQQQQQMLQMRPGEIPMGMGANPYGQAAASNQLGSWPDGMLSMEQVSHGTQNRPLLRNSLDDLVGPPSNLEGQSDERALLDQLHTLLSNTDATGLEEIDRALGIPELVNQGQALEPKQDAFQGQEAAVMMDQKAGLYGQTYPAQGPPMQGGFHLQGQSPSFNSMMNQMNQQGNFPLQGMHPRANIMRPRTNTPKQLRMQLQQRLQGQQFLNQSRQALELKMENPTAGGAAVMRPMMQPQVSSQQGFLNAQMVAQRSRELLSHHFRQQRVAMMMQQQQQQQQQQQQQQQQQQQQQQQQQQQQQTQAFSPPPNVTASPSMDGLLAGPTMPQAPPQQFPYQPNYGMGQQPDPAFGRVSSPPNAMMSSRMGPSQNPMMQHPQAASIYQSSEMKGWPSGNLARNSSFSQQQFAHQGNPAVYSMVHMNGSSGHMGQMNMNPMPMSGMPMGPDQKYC
# KKLEB tox: reduces viability of KKLEB cystic fibrosis airway cells; activity change (cytotoxicity), % at 5 µM; KKLEB CF airway cells viability, ATPlite luminescence, overnight; active compounds read low; cells stimulated with P. aeruginosa culture filtrate; AID 602141; actives 0.36% (n = 360,000);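 active means corrected activity change at or below -50% at 5 µM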
# COUP-TFII inh: NR2F2 (human) inhibition, primary screen; actives 0.7% (n = 370,000); inhibition, % at 8.6 µM; P24468; HEK293T NGFI-A luciferase reporter, luminescence;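 active means inhibition above a per-plate cutoff, mean inhibition of test wells between control levels plus 3 SD, cut at about 38% in these data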;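 further: cells cotransfected with COUP-TFII expression vector driving the NGFI-A reporter; 0% = median of COUP-TF2 test wells and 100% = reporter-only cells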
# LRH-1 inv ag: NR5A2 inverse agonism in reporter assay; HEK293T StAR-luciferase reporter, LRH-1 transfected, 24 h; O00482; actives 0.13% (n = 360,000); inhibition, % at 3.6 µM;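 active means inhibition above the mean inhibition of all tested compounds plus 3 SD, cut at about 73% in these data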;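 further: 0% = DMSO wells and 100% = reporter-only cells lacking LRH-1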
# TRAIL sens C8: caspase-8 TRAIL sensitization; NB7+C8 cells + TRAIL, ATPlite viability luminescence; inhibition (viability loss, TRAIL sensitization), % at 10 µM; actives 1% (n = 360,000); AID 624354;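 active means compounds causing at least 50% loss of cell viability in the single-dose screen, relative to plate controls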
# TROY NFkB inh: TROY signaling inhibition | Q293 LMP1-TROYcd NF-kB luciferase reporter, 4 h | actives 0.98% (n = 360,000) | AID 1347056 | inhibition, % at 10 µM;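 active means compounds whose plate-normalised and pattern-corrected inhibition of the luciferase reporter signal at the single screening dose is 50% or more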
# NCOA2 inhibitor: inhibits human steroid receptor coactivator 2; Q15596; HEK293 GAL4-SRC2 luciferase reporter, luminescence; inhibition, % at 9 µM; actives 0.17% (n = 370,000); AID 651957;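 active means inhibition above the mean inhibition of all tested compounds plus 3 SD, set per campaign, cut at about 52% in these data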;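 further: 0% = DMSO treated cells and 100% = cells given Gossypol at 36 µM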
# CF NFkB inh: cystic fibrosis NF-kB activation inhibition; KKLEB NF-kB-GFP reporter, PAF-induced, GFP fluorescence overnight; inhibition, % at 5 µM; actives 0.86% (n = 360,000);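 active means at least 50% inhibition at 5 µM, scaled per plate between neutral and stimulator controls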;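 further: PAF is a Pseudomonas aeruginosa culture filtrate used as stimulus; plate controls were PAF-stimulated DMSO wells for no effect and unstimulated DMSO wells for full effect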
# * = called active by the depositor; . = not tested or not shown.
no.	smiles	TWEAK-Fn14 inh	EBV LMP1 NFkB	SRC1 inh	NCOA3 inh	KKLEB tox	COUP-TFII inh	LRH-1 inv ag	TRAIL sens C8	TROY NFkB inh	NCOA2 inhibitor	CF NFkB inh
1	COC(=O)C(NC(=O)CCC(=O)N[C@@H](C(=O)OC)c1ccccc1)c1ccccc1 (stereo partly drawn)	-1	-3	-5	5	8	-6	4	-3	-11	-12	-15
2	O=C(OCCCOC(=O)c1ccc(Br)o1)c1ccc(Br)o1	-8	-2	-17	-4	4	3	6	-8	-23	11	6
3	C[C@@H]1CCCCO[C@H](CN(C)Cc2ccc(C(F)(F)F)cc2)[C@H](C)CN([C@@H](C)CO)C(=O)c2cc(NC(=O)Cc3ccccc3)ccc2O1	15	-5	-7	-3	-8	-4	-1	6	28	-5	22
4	COc1ccc2c(c1)[nH]c(=O)c1sc3ccccc3c12	-50	-34	-28	-4	5	.	-17	10	0	.	-16
5	O=C(Nc1cccnc1)OC1CCCCC1	-7	-2	-19	-30	12	2	-6	-17	-12	-27	-18
6	C=CCn1c(C)cc(C(=O)CN2NS(=O)(=O)c3ccccc3C2=O)c1C	40	-27	-71	-72	-12	-33	-94	18	69*	-43	12
7	Cc1cc(C(C)(C)C)ccc1OCCN1CCCC1	-1	6	-26	14	0	12	14	7	-43	15	-6
8	O=C(C(=O)N1CCc2ccccc2C1)c1c[nH]c2ccccc12	9	6	-13	3	-11	10	-11	-4	-36	-5	8
9	Cc1ccc(/C=C/S(=O)(=O)NCC(=O)O)cc1	11	10	-14	7	5	-3	-13	4	7	-8	4
10	Clc1nnc2c3ccccc3ccn12	-9	0	2	0	-10	5	3	17	-5	8	-7

# At a glance, some entries already given.
no.	smiles	TWEAK-Fn14 inh	EBV LMP1 NFkB	SRC1 inh	NCOA3 inh	KKLEB tox	COUP-TFII inh	LRH-1 inv ag	TRAIL sens C8	TROY NFkB inh	NCOA2 inhibitor	CF NFkB inh
9	Cc1ccc(/C=C/S(=O)(=O)NCC(=O)O)cc1	11	10	-14	7	5	-3	-13	4	7	-8	4
10	Clc1nnc2c3ccccc3ccn12	-9	0	2	0	-10	5	3	17	-5	8	-7

# Going on with the list:
no.	smiles	TWEAK-Fn14 inh	EBV LMP1 NFkB	SRC1 inh	NCOA3 inh	KKLEB tox	COUP-TFII inh	LRH-1 inv ag	TRAIL sens C8	TROY NFkB inh	NCOA2 inhibitor	CF NFkB inh
11	COc1ccc2nc(N(CCN(C)C)C(=O)c3ccc4ncsc4c3)sc2c1	-33	-22	-59	-164	-2	-47	-131	-3	-68	-42	-2
12	COC(CN1C(=O)C(O)=C(C(C)=O)C1c1ccccn1)OC (stereo not drawn)	0	13	-4	-1	-1	4	7	-2	-10	-14	6
13	C(=N\N1CCN(C2c3ccccc3-c3ccccc32)CC1)/c1ccccn1	4	-1	-1	11	-9	-21	-1	4	-12	4	32
14	Cc1ccc(C(=O)N2CCC(C(=O)c3c(C)cc(C)cc3C)CC2)cc1	8	18	-38	2	-10	13	11	-14	10	0	15
15	CCC(O)(CC)C(=O)N=Nc1c(O)[nH]c2ccccc12	-11	2	-4	11	6	8	7	-10	-8	-5	-20
16	COc1ccc(NC(=O)CN(c2ccccc2F)S(=O)(=O)c2ccc(C)cc2)c(OC)c1	24	-5	-2	-10	2	7	-22	-5	6	12	5
17	O=C(c1ccc(-n2cncn2)c([N+](=O)[O-])c1)N1CCN(S(=O)(=O)c2cccc(F)c2)CC1	4	5	-10	9	5	-9	3	24	-31	-13	24
18	c1ccc2c(NCC3CCCO3)nc(N3CCOCC3)nc2c1 (stereo not drawn)	21	2	-1	2	-9	8	17	-2	-21	8	15
19	CCOc1ccccc1NC(=O)c1cc(-c2cc(OC)c(OC)c(OC)c2)nc2ccccc12	6	9	7	11	-8	1	3	32	4	10	-8
20	O=C(Nc1ccnc(-c2ccncc2)n1)c1ccc(Cl)cc1	-9	1	0	11	18	-7	-14	-8	-5	10	-16
21	CN(C)/C=N/c1sc2c(c1C#N)CCC2	-2	3	-36	4	4	12	7	-9	-37	-11	-2
22	O=C(N/N=C/C=C/c1ccccc1[N+](=O)[O-])c1cccnc1	33	-1	16	18	1	0	27	-9	-5	-19	1
23	CCOC(=O)Cc1csc(NC(=O)CSc2nnnn2-c2ccc(F)cc2)n1	14	4	2	5	-1	7	4	-31	12	8	-5
24	O=S(=O)(c1ccc2ccccc2c1)N1CCN(S(=O)(=O)N2CCCCC2)CC1	-7	-8	14	4	-5	-18	9	9	17	-23	0
25	COC(=O)c1nn(-c2ccc(F)cc2)ccc1=O	20	-3	-8	8	1	-13	-15	-2	10	-28	3
26	COc1ccccc1-c1nnc(C2CCN(S(=O)(=O)c3ccccc3[N+](=O)[O-])CC2)o1	-8	3	-21	5	14	14	-17	22	2	-3	-22
27	CC#CCN(CC#CC)S(=O)(=O)c1ccc(S(=O)(=O)N2CCOCC2)cc1	19	-2	-9	1	-1	2	-16	3	3	25	-1
28	CCOc1ccccc1NC(=S)N1CCN(c2nc(-c3cccc(OC)c3)cs2)CC1	-18	1	6	-4	-12	-6	-9	2	-25	3	-15
29	Cc1ccc(/C=N/NC(=O)c2ccccn2)s1	51*	17	-86	-37	1	-29	-145	41	5	-42	1
30	COC(=O)CN1C(=O)CC(C)(C)Sc2ccccc21	8	-5	-2	-20	2	-3	-3	5	1	-15	-42
31	COc1ccccc1N1C(=NC(=O)COc2ccccc2)SC2CS(=O)(=O)CC21 (stereo not drawn)	-1	6	1	7	-1	-16	7	-3	-15	9	7
32	COCCN1Cc2cccc(C(=O)NC3CCCCCC3)c2C1=O	6	12	-22	18	2	-9	10	-11	6	0	-10
33	CCOC(=O)C1(Cc2ccccc2C(F)(F)F)CCN(C(=O)c2cc(C(C)=O)n[nH]2)CC1	-5	-4	-49	-2	7	5	-18	23	-11	-25	-12
34	CCNC(=O)C1(C)CCN(C(=O)c2ccc3ccccc3c2)C1 (stereo not drawn)	-1	.	-11	-10	-4	7	-5	-4	-13	-18	1
35	c1cnc2c(SCc3ccc(-c4nnco4)cc3)cccc2c1	-60	-15	-61	-44	-12	-24	-87	10	-19	-44	-7
36	CC(=O)Nc1nnc(SCc2cccc(F)c2)s1	-70	-6	-37	-38	-3	-26	-52	15	-45	-5	-11
37	CCC1(c2ccc(F)cc2)NC(=O)N(CC(=O)N2CCN(S(=O)(=O)c3ccc(C)cc3C)CC2)C1=O (stereo not drawn)	17	-1	-1	-2	-2	25	16	13	12	-20	-13
38	Cc1ccc(C(=O)N2NC(c3ccc(F)cc3)C3C(=O)N(c4ccc(C)cc4)C(=O)C32)cc1 (stereo not drawn)	-6	-28	-15	-10	4	-10	-24	0	-5	-12	-20
39	Cc1ccc(C(NC(=O)C2CCCCC2)c2c(O)ccc3ccccc23)cc1 (stereo not drawn)	49	-20	1	12	-22	10	-18	0	17	2	50
40	CC(C)(C)C(=O)Nc1ccccc1C(=O)Nc1cc(Cl)ccc1Cl	1	2	-2	7	6	11	6	-1	-12	-7	-1
41	CCCCN(C)C(=O)c1cn(C)c2ccc(S(=O)(=O)N3CCC(C)CC3)cc2c1=O	6	-6	1	2	-7	.	-22	-11	-6	.	19
42	CC1CN(C(=S)NC(=O)C2CCCCC2)CC(C)O1 (stereo not drawn)	6	-5	9	4	-1	-13	7	0	10	6	-2
43	Cc1c(Cl)cccc1NC(=O)NCc1cccnc1	1	-5	0	-2	7	-13	-18	6	-23	-10	-22
44	O=S(=O)(Nc1ncccn1)c1ccc(NC(=S)N2CCN(Cc3ccc(F)cc3Cl)CC2)cc1	8	12	3	2	0	-1	-31	2	8	16	-7
45	C=CCOC1COC2C(OCC=C)COC12 (stereo not drawn)	7	2	-2	-4	3	1	22	1	10	-17	2
46	C=CCc1ccccc1OCC(O)CN1CCOCC1 (stereo not drawn)	10	9	10	14	7	-10	8	0	-7	-5	0

# Part of the list above in order of count of non-hydrogen atoms, ascending:
no.	smiles	TWEAK-Fn14 inh	EBV LMP1 NFkB	SRC1 inh	NCOA3 inh	KKLEB tox	COUP-TFII inh	LRH-1 inv ag	TRAIL sens C8	TROY NFkB inh	NCOA2 inhibitor	CF NFkB inh
10	Clc1nnc2c3ccccc3ccn12	-9	0	2	0	-10	5	3	17	-5	8	-7
5	O=C(Nc1cccnc1)OC1CCCCC1	-7	-2	-19	-30	12	2	-6	-17	-12	-27	-18
29	Cc1ccc(/C=N/NC(=O)c2ccccn2)s1	51*	17	-86	-37	1	-29	-145	41	5	-42	1
36	CC(=O)Nc1nnc(SCc2cccc(F)c2)s1	-70	-6	-37	-38	-3	-26	-52	15	-45	-5	-11
42	CC1CN(C(=S)NC(=O)C2CCCCC2)CC(C)O1 (stereo not drawn)	6	-5	9	4	-1	-13	7	0	10	6	-2
46	C=CCc1ccccc1OCC(O)CN1CCOCC1 (stereo not drawn)	10	9	10	14	7	-10	8	0	-7	-5	0
12	COC(CN1C(=O)C(O)=C(C(C)=O)C1c1ccccn1)OC (stereo not drawn)	0	13	-4	-1	-1	4	7	-2	-10	-14	6
18	c1ccc2c(NCC3CCCO3)nc(N3CCOCC3)nc2c1 (stereo not drawn)	21	2	-1	2	-9	8	17	-2	-21	8	15
32	COCCN1Cc2cccc(C(=O)NC3CCCCCC3)c2C1=O	6	12	-22	18	2	-9	10	-11	6	0	-10
27	CC#CCN(CC#CC)S(=O)(=O)c1ccc(S(=O)(=O)N2CCOCC2)cc1	19	-2	-9	1	-1	2	-16	3	3	25	-1
39	Cc1ccc(C(NC(=O)C2CCCCC2)c2c(O)ccc3ccccc23)cc1 (stereo not drawn)	49	-20	1	12	-22	10	-18	0	17	2	50
26	COc1ccccc1-c1nnc(C2CCN(S(=O)(=O)c3ccccc3[N+](=O)[O-])CC2)o1	-8	3	-21	5	14	14	-17	22	2	-3	-22
33	CCOC(=O)C1(Cc2ccccc2C(F)(F)F)CCN(C(=O)c2cc(C(C)=O)n[nH]2)CC1	-5	-4	-49	-2	7	5	-18	23	-11	-25	-12
44	O=S(=O)(Nc1ncccn1)c1ccc(NC(=S)N2CCN(Cc3ccc(F)cc3Cl)CC2)cc1	8	12	3	2	0	-1	-31	2	8	16	-7
37	CCC1(c2ccc(F)cc2)NC(=O)N(CC(=O)N2CCN(S(=O)(=O)c3ccc(C)cc3C)CC2)C1=O (stereo not drawn)	17	-1	-1	-2	-2	25	16	13	12	-20	-13
3	C[C@@H]1CCCCO[C@H](CN(C)Cc2ccc(C(F)(F)F)cc2)[C@H](C)CN([C@@H](C)CO)C(=O)c2cc(NC(=O)Cc3ccccc3)ccc2O1	15	-5	-7	-3	-8	-4	-1	6	28	-5	22
